Assay outcomes deposited in PubChem by several laboratories.
SIAH1 antagonists – Siah-1 peptide-binding antagonists, primary screen, biochemical, fluorescence polarization, rhodamine-plectin, uHTS (AID 1817) | actives 0.02% (n = 290,000) | displacement, % at 20 µM, or IC50 in µM where a hit was titrated | Siah-1 / rhodamine-plectin peptide fluorescence polarization; higher % means a stronger effect;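 active = displacement of at least 50% at 20 µM, with a fluorescence ratio check between 0.3 and a set limit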;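 also: plate controls were Siah plus tracer with DMSO for no effect and tracer alone without Siah for full effect; strong numbers were not always called active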
HIV peptide binding – cell-free HIV fusion peptide-binding blockers – biochemical, uHTS, fluorescence dequenching, primary screen (AID 1986). cell-free peptide binding, fluorescence dequenching, 30 min; higher % means a stronger effect. inhibition, % at 20 µM; hits with a dose series show IC50 in µM. actives 0.3% (n = 290,000); in the data active = inhibition mostly above about 52%, no sharp cut-off; inactive = mostly below about 76%; also: some results filed as inactive read as strong as hits
LYP inhibition – PTPN22 lymphoid phosphatase activity blockers – biochemical, fluorescence intensity, uHTS (AID 1779); actives 0.054% (n = 290,000); recombinant LYP phosphatase, fluorescence intensity; higher % means a stronger effect; one-dose inhibition, % at 11.5 µM; IC50 in µM for titrated hits;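 also: plate controls were vehicle with enzyme for no effect and no enzyme for full effect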
XIAP displacement – XIAP antagonists, biochemical, IAP family, fluorescence polarization (AID 1018) | XIAP BIR domain, fluorescence polarization peptide displacement; higher % means a stronger effect | displacement, % at 20 µM; hits with a dose series show IC50 in µM | actives 0.007% (n = 200,000); in the data active = displacement above about 50%; also: a part of the inactive calls stands beside numbers as strong as those of hits
AID2073 – disruptors of CaV2.2 binding to Mint1 – biochemical, HTRF (AID 2073); inhibition, % at 20 µM; hits with a dose series show IC50 in µM; actives 0.19% (n = 290,000); HTRF protein-protein interaction, Mint1-CaV2.2; higher % means a stronger effect; in the data active = inhibition mostly above about 51%, no sharp cut-off; inconclusive = no clear call, values can overlap the other calls; inactive = mostly below about 53%; also: some results filed as inactive read as strong as hits
Lipid droplet – hepatic lipid droplet formation modulation; AML12 mouse hepatocytes, oleate lipid droplets, BODIPY imaging; AID 1656; actives 0.4% (n = 240,000); inhibition, % at 6.5 µM;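 active = lipid droplet intensity inhibited by at least 50%, with more than 500 cells counted; inconclusive = wells with under 300 cells, treated as cytotoxic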
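Material – AML12 mouse liver cells · Also added – oleate loading, 100 µM · Compound dosing – 6.5 µM single-point dosing · Times – overnight treatment with compound plus oleate · Measured by – fluorescence imaging, 20x objective, two fields per well · Read-out – percent inhibition of filter-corrected integrated lipid droplet intensity per well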
HEK293 NOD2/NF-kB – NOD2 signaling inhibitors, cell-based, luminescence, uHTS, HEK293 (AID 1566). HEK293 NOD2/NF-kB luciferase reporter, luminescence; higher % means a stronger effect. inhibition, % at 4 µM; hits with a dose series show EC50 in µM. actives 0.63% (n = 290,000); also: many of its hits are not listed in these tables
NS5 inhibitors – Dengue-2 NS5 methyltransferase inhibitors, primary screen, biochemical, confirmation dose response (AID 588689). Dengue-2 NS5 methyltransferase capping enzyme assay, biochemical; higher % means a stronger effect. inhibition, % at 25 µM; hits with a dose series show IC50 in µM. actives 0.3% (n = 340,000); in the data active = a potency from the dose series; inconclusive = inhibition above about 29% without an active follow-up result
Myeloid diff MLP – compounds promoting myeloid differentiation; ER-HoxA9 myeloid progenitors, lysozyme-GFP differentiation, flow cytometry; calls only at 10 µM; actives 1% (n = 360,000);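 active = normalized GFP-positive differentiation at or above the plate's own cutoff, the solvent-only control mean plus 3 SD; inconclusive = no clear call, values can overlap the other calls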;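 also: cells exposed to compound for four days before flow analysis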
Lipid droplet cells 6.5 µM – recorded beside Lipid droplet, whose call it bears; cell count; measured here: cell count, cytotoxicity flag;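 cells counted across two imaged fields per well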
NS5 inhibitors pilot replicate – further read-out of NS5 inhibitors, marked with its call; inhibition, %; measured here: pilot screen replicate inhibition
Myeloid diff MLP GFP+ MAC1+ % – recorded beside Myeloid diff MLP, whose call it bears; GFP+ MAC1+ double positive, %; measured here: differentiation confirmed by MAC1 staining
An asterisk follows results filed as active; i = inactive; ? = inconclusive; . = not tested or not shown; + = active, no number. Rule as the data show it, unless noted: active = inhibition above about 50%; inactive = the rest. Not all compounds are listed; count on the stated rates, not on these rows.

SMILES	SIAH1 antagonists	HIV peptide binding	LYP inhibition	XIAP displacement	AID2073	Lipid droplet	Lipid droplet cells 6.5 µM	HEK293 NOD2/NF-kB	NS5 inhibitors	Myeloid diff MLP	Myeloid diff MLP GFP+ MAC1+ %	others
Cc1ccc(-n2c(O)c(C=Nc3ccc(S(=O)(=O)Nc4ncccn4)cc3)c3ccccc3c2=O)cc1C	0%	0.0%	9%	-4.2%	26%	46	684	19%	-16%	i	0.7
COc1ccc(S(N)(=O)=O)cc1N(C)S(=O)(=O)c1ccccc1	3%	-1.9%	-4%	-4.2%	-1%	22	647	-12%	-6%	i	0.3
Cc1ccc(N2C(=O)[C@@H]3[C@H](C2=O)C2c4ccccc4C=NN2[C@@H]3C(=O)c2ccc(Cl)cc2)cc1 (some centres not stated)	7%	14%	4%	-3.1%	33%	1	650	10%	2%	i	0.5
Cc1cc(C)c(NN=c2c(=O)c3ccccc3c2=O)c(C)c1	-5%	1.8%	10%	-0.2%	36%	1	719	-98%	-3%	+	18*
Cc1[nH]c2ccccc2c1C(=O)COC(=O)c1c(-c2ccccc2Cl)noc1C	0%	0.8%	2%	0.0%	0%	-5	671	15%	-1%	i	1.3
COc1cccc(-n2ccnc2SCC(=O)N2CCCc3ccccc32)c1	1%	2.3%	0%	-2.9%	2%	-41	458	5%	-3%	i	0.7
CCCn1cc(S(=O)(=O)c2ccc(C)cc2)c(=O)c2cc(OC)c(OC)cc21	5%	-1.0%	-4%	.	14%	-3	713	18%	-3%	i	2.7
O=C(NCCc1ccccc1)c1cc(S(=O)(=O)N2CCCC2)ccc1F	2%	-0.4%	-11%	.	4%	-3	704	0%	-4%	i	0.4
CCn1cnc2c1c(=O)n(Cc1ccc(C(=O)OC)cc1)c(=O)n2Cc1ccccc1	3%	0.8%	-4%	.	-1%	-25	641	5%	-6%	i	0.4
COc1ccc2[nH]c3c(c2c1)CCN1C(=O)N([C@@H](C)C(=O)NCc2ccccc2OC)C(=O)[C@]31C	0%	0.7%	-3%	.	-1%	.	.	5%	2%	i	3.0
CCn1nc(NS(=O)(=O)c2ccc([N+](=O)[O-])cc2)c2cc3ccc(C)cc3nc21	-2%	14%	5%	.	-6%	-16	738	16%	-2%	i	4.5
Oc1ccc(-c2nc3ccccn3c2NCc2ccco2)cc1	0%	-2.3%	-12%	-1.4%	34%	.	.	-30%	0%	i	1.5
CCOC(=O)c1ccc(NC(=O)COc2ccccc2OC)cc1	6%	-0.2%	-2%	-2.2%	0%	.	.	10%	-2%	i	1.1
O=C(OCC(=O)N1CCOCC1)c1ccccc1Cc1ccccc1	6%	-0.7%	0%	13%	2%	-6	673	-95%	-3%	i	0.1
CCN(c1ccccc1)S(=O)(=O)c1cc(NC(=O)Nc2ccccc2C#N)ccc1Cl	5%	2.4%	3%	0.2%	10%	11	664	18%	1%	i	0.5

Sorted by formula weight (largest number first): part of the list above
SMILES	SIAH1 antagonists	HIV peptide binding	LYP inhibition	XIAP displacement	AID2073	Lipid droplet	Lipid droplet cells 6.5 µM	HEK293 NOD2/NF-kB	NS5 inhibitors	Myeloid diff MLP	Myeloid diff MLP GFP+ MAC1+ %	others
COc1ccc2[nH]c3c(c2c1)CCN1C(=O)N([C@@H](C)C(=O)NCc2ccccc2OC)C(=O)[C@]31C	0%	0.7%	-3%	.	-1%	.	.	5%	2%	i	3.0
CCN(c1ccccc1)S(=O)(=O)c1cc(NC(=O)Nc2ccccc2C#N)ccc1Cl	5%	2.4%	3%	0.2%	10%	11	664	18%	1%	i	0.5
CCCn1cc(S(=O)(=O)c2ccc(C)cc2)c(=O)c2cc(OC)c(OC)cc21	5%	-1.0%	-4%	.	14%	-3	713	18%	-3%	i	2.7
Oc1ccc(-c2nc3ccccn3c2NCc2ccco2)cc1	0%	-2.3%	-12%	-1.4%	34%	.	.	-30%	0%	i	1.5

Further records
SMILES	SIAH1 antagonists	HIV peptide binding	LYP inhibition	XIAP displacement	AID2073	Lipid droplet	Lipid droplet cells 6.5 µM	HEK293 NOD2/NF-kB	NS5 inhibitors	Myeloid diff MLP	Myeloid diff MLP GFP+ MAC1+ %	others
COc1cc(/C=C2\SC(=O)N(CC(=O)Nc3ccc(C)cc3)C2=O)cc(Cl)c1OCC(=O)O	2%	34%	11%	.	6.9µM*	1	814	4%	-11%	i	0.3	NS5 inhibitors pilot replicate=-7.9
O=C(c1ccco1)N(Cc1ccco1)c1ccc(O)cc1	-3%	3.9%	-10%	-1.0%	-4%	.	.	18%	-1%	.	.
CCOC(=O)C(C(C)=O)c1nc(C)nc2c1nnn2Cc1ccccc1Cl (configuration not stated)	-4%	-0.2%	-2%	-7.9%	26%	-17	724	22%	-2%	i	0.5
Cc1cc(C)c(NC(=O)CSc2nccn2C)c(C)c1	-6%	-1.5%	-10%	-3.3%	2%	4	734	12%	-6%	i	1.2
Cc1cc(C)cc(OCCn2nnc3ccccc32)c1	-2%	-0.6%	-8%	.	-1%	-20	822	-58%	2%	i	0.3
O=S(=O)(c1cnc(Cl)c(Br)c1)N1CCCCCC1	5%	1.7%	2%	2.5%	4%	2	649	1%	-2%	i	0.6
Cc1ccc(N2C(=O)N(CC(=O)Nc3ccc(C)cc3C)C(=O)C2C)cc1 (configuration not stated)	-3%	0.0%	-4%	-7.5%	5%	-4	664	-19%	-17%	i	0.8
Fc1ccccc1N1CCN(CC2CC3C=CC2C3)CC1 (configuration not stated)	1%	5.3%	-8%	-3.1%	-4%	5	694	-13%	-2%	i	6.8
CCC(C)Nc1nc(-c2cccc(OC)c2O)nc2ccccc12 (configuration not stated)	-6%	0.0%	-4%	-9.0%	18%	14	691	14%	-8%	i	0.6
CN(C)c1ccc(C(CC(=O)O)C(=O)O)cc1 (configuration not stated)	-3%	-1.5%	-9%	-11%	-17%	33	724	3%	1%	i	0.8
COC(=O)c1cc(OC)c(OC)cc1NC(=O)c1cccc(C)c1	4%	-0.1%	-12%	-2.8%	39%	16	677	15%	.	i	0.1
COc1ccc(Nc2nc(NCc3ccco3)nc(N3CCOCC3)n2)cc1	12%	1.0%	-2%	.	10%	-3	725	15%	-2%	i	0.4
COc1cccc(/C=C(/CC(=O)Nc2ccc(N3CCOCC3)cc2)c2nc3ccccc3s2)c1	-6%	17%	2%	-9.4%	60%*	78*	578*	25%	-3%	i	1.2
O=C(NC1CCCCC1)C(c1cccnc1)N(C(=O)c1csnn1)c1ccc(F)cc1 (configuration not stated)	-3%	2.2%	-10%	.	2%	0	793	-6%	-9%	i	2.2
NC(=O)NC(=O)c1nccnc1C(=O)O	3%	1.5%	-6%	.	30%	27	750	7%	-5%	i	0.4
CN(C)S(=O)(=O)c1cccc(NC(=O)c2cc3c(cc2Cl)N2CCCCCC2=NS3(=O)=O)c1	8%	2.2%	0%	-6.5%	10%	-3	769	14%	-12%	i	0.1
CC(C)OC(=O)c1cc2ccccc2oc1=O	1%	2.8%	2%	-2.1%	10%	.	.	-6%	-3%	i	2.4
CC(=O)N/C(=N/c1nc(C)cc(C)n1)Nc1ccc(F)cc1F	3%	0.5%	-5%	.	11%	13	830	13%	-3%	i	0.5
CCCOCn1cc(F)c(=O)[nH]c1=O	1%	-1.0%	-9%	-2.1%	1%	5	606	23%	3%	i	0.1
Cc1ccc(OCc2nnc(SCC(=O)NCc3ccco3)n2C)cc1	-7%	-3.1%	-6%	-0.7%	-1%	3	782	11%	7%	i	1.3
O=C(Nc1ccc(NS(=O)(=O)c2ccccc2)cc1)c1ccc(Cl)cc1	-4%	-0.1%	-8%	.	23%	9	838	-4%	0%	i	2.3
COc1ccc(C(=O)C2CCN(C(=S)Nc3ccc(F)cc3)CC2)cc1	3%	3.1%	-3%	-6.0%	-4%	6	737	0%	-5%	i	0.7
CC(C)c1ccc(NC(=O)COC(=O)/C=C/c2cccc(Br)c2)cc1	5%	-0.2%	-7%	0.3%	14%	-12	700	7%	-3%	i	0.6
Cc1cc(C2N=C(N)Nc3nc4ccccc4n32)c(C)n1-c1ccccc1Cl (configuration not stated)	-3%	-2.6%	-1%	-3.1%	12%	.	.	14%	-5%	i	4.2
OCCC1CN(Cc2cccn2-c2nccs2)CCN1CCc1ccccc1 (configuration not stated)	3%	1.8%	-4%	-1.9%	8%	-27	694	3%	0%	i	0.7
CCn1c(SCC(=O)Nc2ccccc2Br)nnc1-c1cnccn1	-2%	0.0%	-6%	.	12%	-1	730	-2%	-6%	i	0.0
Cc1ccccc1/C=C\c1nc(O)c([N+](=O)[O-])c(=O)[nH]1	4%	-1.4%	-1%	.	4%	-8	394	16%	-7%	i	0.7
CCN(CC)CCNC(=O)c1cn(C)c2ccc(S(=O)(=O)N(C)C3CCCCC3)cc2c1=O	-6%	-0.2%	-5%	1.6%	?	.	.	2%	-3%	i	15
Cc1ccc(C)c(C(C)NC(=O)c2ccncc2)c1 (configuration not stated)	5%	-1.3%	-5%	.	-1%	7	793	9%	5%	i	0.5
COc1cccc(CN2CC(C(=O)NCc3cccc(Cl)c3)CCC2=O)c1 (configuration not stated)	6%	0.8%	-3%	.	-10%	5	652	19%	2%	i	1.6
COCCNC(=O)C(C)Oc1ccccc1 (configuration not stated)	-4%	-0.7%	-14%	-1.6%	3%	-6	732	9%	-14%	i	0.2
Cc1ccc2[nH]c(=O)c(COC(=O)c3cccs3)cc2c1	4%	0.0%	-4%	-9.7%	16%	9	686	-7%	-3%	i	0.6
Cc1cccc(OCc2n[nH]c(=S)n2-c2ccccc2)c1	-1%	1.0%	-3%	-2.1%	4%	3	724	5%	9%	i	0.3
CCOC(=O)C1=C(N)OC2=C(C(=O)CCC2)C1c1ccc(C)s1 (configuration not stated)	0%	0.4%	-7%	-4.9%	18%	-20	784	-10%	-5%	i	7.7
Oc1ccccc1-c1nc2c3ccccc3c3ccccc3c2[nH]1	-1%	1.2%	-10%	.	38%	22	784	8%	6%	i	0.8
COc1ccccc1NC(=O)CN(c1ccccc1OC)S(=O)(=O)c1ccccc1	3%	1.9%	-14%	.	0%	-6	796	8%	-9%	i	0.2
O=C(CSc1nc2ccccc2s1)Nn1cnnc1	-1%	1.1%	3%	-5.1%	-1%	0	768	8%	1%	i	0.8
Cc1nn(-c2cccc(C(=O)O)c2)c(C)c1Oc1ccccc1O	1%	-1.6%	-3%	-1.9%	17%	.	.	5%	-1%	i	0.6
CCOC(=O)Cc1csc(NC(=O)CCc2ccc(S(=O)(=O)N3CCOCC3)cc2)n1	36%	-1.4%	-7%	-4.8%	8%	.	.	18%	-5%	i	7.1
COc1cccc(CNC(=O)CCCn2ccc3cc(S(=O)(=O)N4CCCC4)ccc32)c1	3%	0.8%	-6%	.	-9%	-1	743	12%	-10%	i	3.7
COc1ccc(C(C#N)N2N=C(c3ccccc3)CC2c2ccccc2)cc1OC (configuration not stated)	7%	-1.2%	-6%	1.9%	-3%	-12	502	-27%	-9%	i	0.3
